Compound activity (PubChem BioAssay)
p53 reactivation – re-activators of mutant p53; H1299 p53-A138V BP100-luciferase reporter, luminescence, 24 h; Potency, µM (top dose mostly 92.2 µM), for the others: top-dose activity change, positive = activation, usual class: activators; 320,000 compounds, 0.063% hits; further: potency means the concentration at half of the fitted maximal effect; % of control where 0% means no effect; nearly all actives have a fitted effect of over 45% in size
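H1299 (p53-null), stable ts p53-A138V + BP100-Luc; 1000 cells/well, Opti-MEM/10% FBS; cpd 4 pt, 1:5; 24 h, 37 deg C, 5% CO2; detection reagent 10 min RT; luminescence.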
TRPV1 agonist – human TRPV1 agonism | TRPV1-expressing cells, Fluo-8 calcium influx, agonist mode | activation, % at 8.33 µM | 320,000 compounds, 0.19% hits; in the data active means activation above about 80%; inconclusive means between about 30% and that limit; further: 0% is about no effect
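Fluo-8 calcium influx in TRPV1-expressing cells, kinetic read (ex 480/em 520 nm). Compound added and read 3 min for agonist activity, followed by capsaicin at EC20 final and 2 min further read for enhancement.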
RORg inh – inhibitors of mouse ROR gamma transcriptional activity; Potency, µM (top dose mostly 53.6 µM), inactives show top-dose activity change, negative = inhibition, usual class: inhibitors; Drosophila S2 Gal4-RORgamma UAS-luciferase reporter, 20 h; 310,000 compounds, 5.4% hits; P51450; further: potency means the concentration at half of the fitted maximal effect; on the % scale 0 is the no-effect control and ±100 the full control effect; nearly all actives have a fitted effect of over 60% in size
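Luminescence from a UAS-regulated Photinus luciferase reporter in stably transfected Drosophila Schneider cells is measured; decreased signal marks ROR gamma inhibition. Fusion expression is induced by 700 uM copper sulfate for 20 hr.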
FLuc counter – inhibits or activates purified firefly luciferase, miR-21 counter-screen | P08659 | purified FLuc, Km substrates, luminescence inhibition | Potency, µM (titrated, usually from 57.5 µM), without a hit: at the highest dose activity change, negative = inhibition, most hits filed as inhibitors | 360,000 compounds, 6.9% hits;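 further: potency means the concentration at half of the fitted maximal effect; plate controls were vehicle for no effect and reference inhibitor for full effect; nearly all actives have a fitted effect of over 55% in size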
Target sequence (P08659 whole entry, looked up): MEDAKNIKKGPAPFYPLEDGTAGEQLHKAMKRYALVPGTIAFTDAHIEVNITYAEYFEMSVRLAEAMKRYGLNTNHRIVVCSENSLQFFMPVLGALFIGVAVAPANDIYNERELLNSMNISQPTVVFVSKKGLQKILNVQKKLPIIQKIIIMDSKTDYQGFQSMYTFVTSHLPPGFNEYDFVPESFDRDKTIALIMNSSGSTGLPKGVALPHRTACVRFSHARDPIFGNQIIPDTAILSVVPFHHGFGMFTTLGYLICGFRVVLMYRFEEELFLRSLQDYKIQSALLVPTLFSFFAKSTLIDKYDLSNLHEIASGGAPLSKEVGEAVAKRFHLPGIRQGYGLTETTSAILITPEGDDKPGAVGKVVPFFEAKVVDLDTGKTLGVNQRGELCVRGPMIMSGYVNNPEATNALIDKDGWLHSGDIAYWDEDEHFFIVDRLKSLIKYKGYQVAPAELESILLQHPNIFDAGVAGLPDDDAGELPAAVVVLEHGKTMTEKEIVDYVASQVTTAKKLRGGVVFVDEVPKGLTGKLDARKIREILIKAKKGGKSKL
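Purified P. pyralis luciferase (10nM final) with 10uM D-luciferin and 10uM ATP (Km levels) in 50mM Tris acetate pH 7.5, 10mM Mg acetate, 0.01% Tween-20, 0.05% BSA; qHTS 6-point titration, ~60 µM downward; luminescence read.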
ELG1 repair inh – ELG1-dependent DNA repair inhibition. HEK293T ELG1-luciferase reporter, luminescence, 16 h; DNA damage induced by 5-fluorouridine. Potency, µM (doses to about 46.1 µM), without a hit: at the top dose activity change, negative = inhibition, most hits filed as inhibitors. 330,000 compounds, 2.3% hits; further: potency means the concentration at half of the fitted maximal effect; on the % scale 0 is the no-effect control and ±100 the full control effect; nearly all actives have a fitted effect of over 55% in size
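Overnight (16 hr) co-exposure of 2,000 cells/well to 5-fluorouridine and compound at 37 °C preceded detection. Luciferase was quantified via ONE-Glo luminescence; loss of signal denotes inhibition.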
Tb PFK inh – inhibitors of T. brucei phosphofructokinase; O15648; T. brucei PFK, ADP-Glo luminescence; Potency, µM (titrated, usually from 57.5 µM), for inactives: top-dose activity, negative = inhibition, usual class: inhibitors; 330,000 compounds, 0.17% hits; AID 485367;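 further: potency means the concentration at half of the fitted maximal effect; 0% = uninhibited 1x PFK enzyme wells and -100% = no-enzyme wells; nearly all actives have a fitted effect of over 60% in size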
Target sequence (O15648 whole entry, looked up): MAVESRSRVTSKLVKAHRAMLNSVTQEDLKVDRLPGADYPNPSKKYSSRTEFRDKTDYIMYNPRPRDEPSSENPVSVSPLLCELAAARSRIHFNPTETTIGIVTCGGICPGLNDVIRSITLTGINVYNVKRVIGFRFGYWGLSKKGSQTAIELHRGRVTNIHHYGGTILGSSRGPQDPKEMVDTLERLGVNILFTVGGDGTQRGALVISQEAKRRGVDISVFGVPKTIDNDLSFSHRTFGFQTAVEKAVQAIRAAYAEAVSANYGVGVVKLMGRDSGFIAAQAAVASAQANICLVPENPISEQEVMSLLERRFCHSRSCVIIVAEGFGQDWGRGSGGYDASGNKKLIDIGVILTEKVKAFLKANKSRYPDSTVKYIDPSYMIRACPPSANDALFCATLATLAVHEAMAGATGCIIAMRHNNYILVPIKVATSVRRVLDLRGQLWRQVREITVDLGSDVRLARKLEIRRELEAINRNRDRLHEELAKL
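In TEA buffer at pH 8.0 with 5 mM MgCl2, enzyme (1.25 nM) converted F6P (0.5 mM) and ATP (0.1 mM) for 45 min at room temperature. ADP product was read by luciferase luminescence.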
NPC1 promoter act – NPC1 promoter activation. 320,000 compounds, 2.4% hits. AID 485313. Potency, µM (titrated, usually from 9.22 µM), for the others: at the highest dose activation, usual class: activators. Huh7 NPC1 promoter luciferase reporter, 24 h;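 further: potency means the concentration at half of the fitted maximal effect; % of control where 0% means no effect; nearly all actives have a fitted effect of over 60% in size; reporter is driven by a mutant NPC1 promoter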
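Compounds in DMSO were transferred onto Huh7 NPC1-luciferase reporter cells pre-incubated 2 h; after 24 h at 37 °C, Amplite reagent was dispensed and luminescence recorded 10 min later.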
BRCA1 expr up – increases BRCA1 expression; MCF7-BRCA1-FFLuc reporter, luminescence, 48 h; response scale: scaled: vehicle 0%, 10 µM genistein 100%; Potency, µM (doses to about 46.1 µM), for inactives: top-dose activation, most hits filed as activators; AID 624202; 380,000 compounds, 1.1% hits; further: potency means the concentration at half of the fitted maximal effect; nearly all actives have a fitted effect of over 80% in size; some results filed as inactive show a strong effect at the top dose
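MCF7 cells carrying a BRCA1-firefly luciferase reporter (2000 cells/well, phenol-red free MEM) were attached for 2 h at 37 °C, then given compounds for 48 h. Luminescence was read 15 min after luciferase reagent; activity normalized to genistein (10 microM) and DMSO.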
ELG1 genotoxic – inducers of genotoxicity in HEK293T ELG1-luciferase cells | HEK293T ELG1-luciferase reporter, luminescence, 16 h | Potency, µM (top dose mostly 46 µM), for the others: top-dose activity change, positive = activation, most hits filed as activators | 330,000 compounds, 1.3% hits | AID 504466; further: potency means the concentration at half of the fitted maximal effect; % of control where 0% means no effect; nearly all actives have a fitted effect of over 60% in size
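Step 1: seed 2,000 HEK293T ELG1-luciferase cells per well. Step 2: add compound or DMSO, incubate 16 hr at 37 °C. Step 3: ONE-Glo, 30 min at room temperature, read luminescence.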
Rab9 promoter act – Rab9 promoter activation. Huh7 Rab9 promoter-luciferase reporter, luminescence, 24 h. Potency, µM (top dose mostly 9.22 µM), without a hit: at the highest dose activation, negative = inhibition, most hits filed as activators. 320,000 compounds, 2.8% hits. AID 485297; further: potency means the concentration at half of the fitted maximal effect; % of control where 0% means no effect; nearly all actives have a fitted effect of over 60% in size
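Cells were plated at 1500 per well in reduced-serum medium with 10% FBS and left 2 h. Compound in DMSO was then added for 24 h at 37 °C. Reporter signal was read by luminescence after 10 min with luciferase detection reagent.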
Gal4-VP16 FLuc – counter-screen for ROR gamma inhibitors: Gal4-VP16 reporter | Drosophila S2 Gal4-VP16 UAS-luciferase, luminescence, 20 h | AID 2546 | 310,000 compounds, 3.5% hits | Potency, µM (doses to about 53.6 µM), for inactives: top-dose activity, negative = inhibition, actives largely listed as inhibitors;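 further: Gal4-VP16 expression switched on by copper sulfate through the metallothionein promoter; potency means the concentration at half of the fitted maximal effect; on the % scale 0 is the no-effect control and ±100 the full control effect; nearly all actives have a fitted effect of over 50% in size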
* = called active by the depositor; ? = inconclusive; nt = not tested or not shown. Unless noted, the call rests on the fitted dose curve; in most records, active means well fitted curve in the direction sought with a large enough effect; inconclusive means small, poorly fitted or top-dose-only effect, or another doubt; inactive means no such curve, though single readings can be large; an effect the other way counts as inactive or inconclusive. Outcome played no part in choosing rows; about 15% have a hit in one of these screens.

SMILES	p53 reactivation	TRPV1 agonist	RORg inh	FLuc counter	ELG1 repair inh	Tb PFK inh	NPC1 promoter act	BRCA1 expr up	ELG1 genotoxic	Rab9 promoter act	Gal4-VP16 FLuc
CCOC(=O)C1=C(C)NC(C)=C(C(=O)OCC)C1C(=O)OCC(=O)N(C)Cc1ccccc1	-7%	nt	nt	nt	?	6%	nt	-16%	2%	nt	nt
CCOC(=O)N1C(=O)c2cc(OC)ccc2S1(=O)=O	3%	-1	-1%	-3%	10%	-17%	0%	0%	0%	5%	-15%
NC(=O)NOCc1ccc(F)cc1Cl	-1%	-1	1%	2%	11%	-1%	-1%	8%	6%	1%	1%
COc1ccc(/C=C/C(=O)NNC(=O)c2ccncc2)c(OC)c1	-9%	-3	nt	13µM*	?	2%	0%	1%	-1%	-1%	nt
COc1ccc(CN2CC(C(=O)NCCc3ccccc3)CC2=O)cc1 (centres undefined)	11%	-3	20%	2%	1%	-4%	-2%	2%	-1%	-8%	-7%
Cc1ccc(S(=O)(=O)NCCC(=O)OCC(=O)N2CCCC2=O)cc1	0%	-4	nt	1%	2%	-7%	2%	-1%	-1%	-3%	nt
Oc1cccc(Nc2ncnc3c2oc2ccccc23)c1	?	-2	38%	8.5µM*	?	1%	3.5µM*	?	13µM*	?	8%
Cc1ccc2c(CC(=O)Nc3cccc(S(=O)(=O)N4CCOCC4)c3)coc2c1	-1%	7	39%	?	-17%	0%	-3%	-6%	-1%	4%	-7%
CC(=O)Nc1ccc(S(=O)(=O)NC2=NCN(C)CN2)cc1	3%	2	-2%	1%	19%	0%	-5%	1%	1%	4%	1%
O=C(CNC(=O)C(c1ccccc1)c1ccccc1)N/N=C\c1ccc(C(=O)O)cc1	7%	-5	1%	0%	?	-3%	2%	10%	-1%	-2%	-11%
Cc1nc2ccc(C(=O)O)cc2[nH]1	-5%	0	?	?	4%	1%	0%	-4%	-1%	0%	-8%
COc1ccc(C2CC(=O)Oc3ccc(OC)cc32)cc1 (centres undefined)	0%	nt	nt	nt	1%	5%	nt	3%	6%	nt	nt
COc1ccc(S(=O)(=O)N2CCN(C(=O)Nc3ccccc3OC)CC2)cc1	-5%	9	-2%	1%	-1%	-8%	4%	-1%	2%	-3%	-3%
CCc1ccc(C(=O)OCC(=O)N2CCCCCC2)cc1	?	12	nt	?	?	0%	1%	76%	2%	-7%	nt
COc1ccc(OC)c(S(=O)(=O)Nc2cc(Cl)cc(Cl)c2)c1	10%	1	?	-1%	18%	-4%	-2%	2%	0%	0%	-28%
O=C(/C=C/Nc1ccccc1F)c1ccc(Br)cc1	nt	0	10µM*	0.48µM*	?	-1%	0.56µM*	1%	1µM*	0.79µM*	?
CCOc1ccccc1NC(=O)C(Sc1ccccc1)c1ccccc1 (centres undefined)	-3%	19	4%	0%	27%	0%	1%	-44%	-6%	-6%	?
CCN(Cc1ccccc1)C(=O)Cn1cc(S(=O)(=O)NC)c(S(=O)(=O)NC)c1	12%	0	4%	2%	-10%	1%	4%	-5%	-1%	0%	-1%
COc1ccccc1NC(=O)COC(=O)c1ccccn1	4%	0	-19%	2%	11%	-1%	-2%	-13%	1%	3%	10%
Cc1ccc(-n2c(Cc3ccccc3)n[nH]c2=S)cc1	2%	1	4µM*	2%	0%	-14%	0%	4%	-2%	-4%	10µM*
O=C(NC12CC3CC(CC(C3)C1)C2)c1cc2nc(-c3ccco3)cc(C(F)(F)F)n2n1	-2%	-4	-25%	2%	?	2%	2%	-62%	-9%	3%	?
COc1ccc(C2C(C#N)=C(N)OC3=C2C(=O)CC(C)C3)c(OC)c1OC (centres undefined)	-6%	2	7%	3%	1%	3%	-1%	11%	0%	2%	14%
COc1ccccc1Oc1ccc2c(c1)C(=O)N(c1cccc(O)c1)C2=O	?	3	16%	?	?	2%	8%	4%	1%	-2%	?
CC(C)C[C@H](NC(=O)NCc1ccccc1Cl)C(=O)O	-6%	2	-7%	3%	6%	6%	-4%	0%	-1%	4%	3%
CC(C)c1ccc(OC(=O)NCCO)cc1	?	2	37%	-19%	?	-6%	16%	77%	?	6%	25%
O=C(CSc1nnc(SCc2ccccc2)s1)N/N=C/c1ccc(C(=O)O)cc1	2%	2	-19%	2.4µM*	7%	0%	-4%	-15%	-4%	-1%	-13%
COC(=O)C(Cc1ccccc1)NC(=O)c1ccc(C)cc1 (centres undefined)	3%	?	13%	6µM*	11%	-1%	-4%	-6%	-9%	5%	-12%
CCN(CC)c1ccc(NC(=O)COc2ccccc2C#N)cc1S(=O)(=O)Nc1ccccc1OC	5%	6	18%	-13%	19%	-7%	-13%	-13%	5%	-14%	-15%
Cc1c(CNCCc2ccc(Cl)cc2)c(C(=O)O)c(C)n1-c1ccccc1	-7%	-3	19%	4%	-10%	-1%	1%	-17%	1%	-1%	-2%
Cc1cccc(NC(=O)CN(C)C(=O)C2CC2)c1C	1%	1	nt	nt	3%	-6%	0%	-9%	-2%	-1%	nt

Three entries out of the list, arranged by length of the SMILES, falling.
SMILES	p53 reactivation	TRPV1 agonist	RORg inh	FLuc counter	ELG1 repair inh	Tb PFK inh	NPC1 promoter act	BRCA1 expr up	ELG1 genotoxic	Rab9 promoter act	Gal4-VP16 FLuc
CC(=O)Nc1ccc(S(=O)(=O)NC2=NCN(C)CN2)cc1	3%	2	-2%	1%	19%	0%	-5%	1%	1%	4%	1%
COC(=O)C(Cc1ccccc1)NC(=O)c1ccc(C)cc1 (centres undefined)	3%	?	13%	6µM*	11%	-1%	-4%	-6%	-9%	5%	-12%
Oc1cccc(Nc2ncnc3c2oc2ccccc23)c1	?	-2	38%	8.5µM*	?	1%	3.5µM*	?	13µM*	?	8%

More structures follow:
SMILES	p53 reactivation	TRPV1 agonist	RORg inh	FLuc counter	ELG1 repair inh	Tb PFK inh	NPC1 promoter act	BRCA1 expr up	ELG1 genotoxic	Rab9 promoter act	Gal4-VP16 FLuc
CCCc1nc2ccccc2c(C(=O)O)c1CC	-2%	0	15%	0%	?	-5%	5%	-19%	0%	-2%	2%
Cc1nnc(NC(=O)c2ccc(F)c(S(=O)(=O)N3CCOCC3)c2)s1	9%	nt	nt	nt	?	-2%	nt	-36%	1%	nt	nt
Cc1cc(C)c(C(=O)CSc2nnc(-c3cccnc3)n2C)c(C)c1	-1%	2	-17%	4%	-4%	5%	0%	0%	0%	-13%	-1%
COc1ccc(OCC(=O)Nc2ccc(S(=O)(=O)Nc3cc(C)nc(C)n3)cc2)cc1	1%	0	17%	0%	?	-2%	8%	2%	2%	2%	6%
COc1ccccc1NC(CC(=O)c1ccccc1)C(=O)OCC(=O)c1ccc(Br)cc1 (centres undefined)	?	6	15%	2.1µM*	?	3%	20%	-32%	2.1µM*	11%	?
O=C1NC(c2ccccn2)Nc2sc3c(c21)CCC3 (centres undefined)	?	-1	14µM*	?	?	-1%	-1%	68%	?	?	?
COC(=O)CCC/C=C1\SC[C@@H](NC(=O)c2ccccc2)C1NC(C)=O (some centres undefined)	-4%	-2	-4%	0%	1%	-5%	2%	5%	0%	-3%	-4%
CC(=O)c1cnc2scnn2c1=O	15%	-2	-20%	1%	-12%	-3%	-2%	-2%	-2%	-5%	-9%
CN(CC(=O)Nc1ccc(Cl)c(Cl)c1)C(=O)/C=C/c1ccc(F)cc1	17%	23	-3%	3%	6%	-10%	-4%	-31%	-1%	-3%	5%
COC(=O)c1cn(CC(=O)NC2CCCCCC2)c2ccccc12	4%	-2	-39%	1%	0%	0%	-2%	-8%	-1%	-6%	-9%
COc1ccccc1-c1c(C(F)(F)F)oc2cc(OC(=O)c3ccccc3[N+](=O)[O-])ccc2c1=O	-1%	9	-12%	-10%	16%	0%	1%	2%	-8%	0%	2%

Limited to ELG1 genotoxic, for 3 of the compounds above:
SMILES,ELG1 genotoxic
CC(=O)c1cnc2scnn2c1=O,-2%
COc1ccccc1-c1c(C(F)(F)F)oc2cc(OC(=O)c3ccccc3[N+](=O)[O-])ccc2c1=O,-8%
CCCc1nc2ccccc2c(C(=O)O)c1CC,0%
